Screening results (PubChem BioAssay)
IDE cell inh: inhibits human insulin-degrading enzyme in HEK cells; P14735; FAbetaB cleavage, fluorescence polarization; inhibition, % at 5.59 µM; actives 0.41% (n = 320,000); AID 434962;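 active = percent inhibition above the average of all tested compounds plus 3 SD, set per screening campaign, cut at about 16% in these data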;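 note: IDE supplied by intact live HEK cells; FP after avidin binding of uncleaved biotin substrate so inhibition keeps polarization high; 0% = DMSO wells and 100% = 60 µM reference IDE inhibitor Ii1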
PHOSPHO1 block: blocks human PHOSPHO1 phosphatase activity | recombinant PHOSPHO1, absorbance phosphatase assay | inhibition, % at 13.3 µM | actives 1.1% (n = 290,000); in the data active = inhibition above about 60%
Target sequence (Q8TCT1 whole entry, looked up): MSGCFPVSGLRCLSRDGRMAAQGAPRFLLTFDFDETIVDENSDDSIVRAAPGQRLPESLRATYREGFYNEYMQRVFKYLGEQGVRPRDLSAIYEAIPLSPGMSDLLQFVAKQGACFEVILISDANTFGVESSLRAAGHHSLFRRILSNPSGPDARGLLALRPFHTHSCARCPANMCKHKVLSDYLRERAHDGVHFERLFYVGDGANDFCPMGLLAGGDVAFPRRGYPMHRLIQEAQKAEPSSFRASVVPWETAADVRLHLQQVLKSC
NALP1 inh: NALP1 inhibition; S. cerevisiae NALP1/ASC/caspase-1 growth, X-gal OD620, 72 h; inhibition, % at 10 µM; actives 0.61% (n = 280,000); AID 2071; in the data active = inhibition mostly above about 24%, no sharp cut-off; inactive = mostly below about 32%; note: some compounds called inactive have numbers as strong as hits
GPR7 antagonist: blocks human GPR7 receptor signaling | P48145 | actives 1.1% (n = 290,000) | GPR7-expressing cells, fluorescence antagonist assay | AID 1861 | inhibition, % at 4.4 µM; in the data active = inhibition above about 16%, passing the limit was not always enough;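 note: cells stimulated with the agonist NPW; 0% = agonist with vehicle and 100% = vehicle without agonist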
Target sequence (P48145 whole entry, looked up): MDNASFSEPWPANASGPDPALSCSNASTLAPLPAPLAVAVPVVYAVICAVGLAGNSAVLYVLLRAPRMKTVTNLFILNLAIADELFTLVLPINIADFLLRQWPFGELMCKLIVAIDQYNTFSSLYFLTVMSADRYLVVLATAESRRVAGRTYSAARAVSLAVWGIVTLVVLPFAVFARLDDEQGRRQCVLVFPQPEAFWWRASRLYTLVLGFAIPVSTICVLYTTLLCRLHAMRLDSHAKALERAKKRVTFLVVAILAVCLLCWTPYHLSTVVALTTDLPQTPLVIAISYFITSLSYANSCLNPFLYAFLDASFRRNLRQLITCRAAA
IMP-1 inh: blocks Pseudomonas aeruginosa IMP-1 metallo-beta-lactamase. purified IMP-1, nitrocefin hydrolysis, epi-absorbance fluorescence. inhibition, % at 5.6 µM. actives 0.45% (n = 290,000). AID 1556;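 active = inhibition above the mean plus 3 SD of all compounds in the same screening run, cut at about 4.5% in these data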;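 note: 0% = IMP-1 with DMSO and 100% = DMSO wells lacking enzyme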
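assay system = purified recombinant IMP-1 metallo-beta-lactamase enzyme | schedule = 15 min preincubation plus 25 min reaction at 25 °C | signal = Epi-absorbance fluorescence, 480 nm excitation, 530 nm emission | read-out basis = percent inhibition from optical density relative to buffer-blank wells | controls = IMP-1 with DMSO as 0%, enzyme-free DMSO as 100%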
PfM18AAP inh: PfM18AAP enzyme inhibition; recombinant PfM18AAP, H-Glu-NHMec fluorogenic cleavage; inhibition, % at 7.35 µM; actives 1.2% (n = 290,000);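 active = inhibition above the campaign mean inhibition over all tested compounds plus 3 SD, cut at about 28% in these data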;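 note: 0% = plate median of test compound wells and 100% = 2 mM ZnCl2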
IDE act: boosts human insulin-degrading enzyme activity in HEK cells. actives 0.073% (n = 340,000). FAbeta-B cleavage, fluorescence polarization; 0% vehicle, 100% cell-free pure enzyme wells. AID 493087. activation, % at 5.96 µM. P14735;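 active = activation above the mean of all tested compounds plus 3 SD, set per screening campaign, cut at about 17% in these data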
pCIP destab: lowers stability of the mouse p/CIP coactivator protein; F442A p/CIP-EGFP cells, EGFP fluorescence, 16 h; decrease of EGFP signal, % at 10 µM; actives 0.01% (n = 290,000);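 active = EGFP signal decrease of at least 30% at 10 µM or well 3 SD below plate mean, unless failing retest; inactive = the rest, including hits failing retest or dose response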; note: some compounds called inactive have numbers as strong as hits; many of its hits are not listed in these tables
VIM-2 inh: blocks Pseudomonas aeruginosa VIM-2 metallo-beta-lactamase; inhibition, % at 5.6 µM; actives 0.89% (n = 290,000); AID 1527; purified VIM-2, nitrocefin hydrolysis, epi-absorbance fluorescence;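 active = inhibition above the mean of all tested compounds plus 3 SD, cutoff set per screening run, cut at about 7.5% in these data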;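 note: red hydrolysis product quenches plate fluorescence so inhibitors raise well fluorescence; 0% = enzyme with DMSO and 100% = DMSO without enzyme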
The depositor's hits bear a star; nt = no result given.

SMILES | IDE cell inh | PHOSPHO1 block | NALP1 inh | GPR7 antagonist | IMP-1 inh | PfM18AAP inh | IDE act | pCIP destab | VIM-2 inh
COc1ccccc1NS(=O)(=O)c1cccc(C(=O)N/N=C/c2ccc(OCC(=O)O)cc2)c1 | -4 | 24 | 15 | -1 | -1.2 | -3 | 3 | -6 | -1.0
Cc1cc(C)c(NC(=O)C2CCC(=O)N2)c(C)c1 (stereo unspecified) | -5 | 45 | 4 | -10 | -2.0 | -1 | 0 | -7 | 0.0
Cc1ccc(S(=O)(=O)N(C)CC(=O)NC2CCCC2)cc1 | 6 | -11 | 4 | 4 | -2.3 | -2 | 3 | -7 | -0.1
Cc1cc(C)c2c3c(sc2n1)C1(CCSCC1)C(C#N)=C(N)O3 | 0 | -8 | 8 | -8 | -2.9 | 4 | 0 | 14 | 1.2
CNC(=S)NCc1ccc(Cl)cc1 | -7 | nt | nt | -9 | -4.6 | -4 | 4 | nt | -3.0
CCCC(C(=O)NC1CCCC1)N(C(=O)Cn1nnc(-c2ccc(C)o2)n1)c1ccccc1F (stereo unspecified) | nt | 14 | 15 | -6 | -0.8 | -3 | 3 | -11 | -3.1
O=C(CC1(O)C(=O)N(CN2CCOCC2)c2ccccc21)c1ccccc1 (stereo unspecified) | 4 | 1 | nt | 10 | -4.0 | 3 | 2 | -22 | -1.7
CCn1cc(C(=O)NN)c(=O)c2cc(F)c(N3CCCCC3)cc21 | nt | 36 | 1 | -17 | -3.0 | 5 | 1 | -3 | -3.5
Nc1cccc(/C=C/C(=O)O)c1 | -3 | 16 | -12 | -1 | -2.1 | -3 | 9 | 3 | -2.3
Cc1ccc(-c2noc(C3CCN(S(=O)(=O)c4ccc5c(c4)OCCO5)CC3)n2)o1 | 1 | -8 | 4 | 2 | -1.7 | -5 | 6 | -26 | -0.6
Cn1nc(-c2ccc(C(=O)N3CCN(c4ccccc4)CC3)cc2)c2ccccc2c1=O | nt | nt | nt | -7 | -2.6 | -1 | nt | nt | 3.4
Cc1noc(C)c1S(=O)(=O)Nc1ccc(O)c2c(=O)cc(-c3ccccc3Cl)oc12 | -5 | 22 | 2 | nt | nt | nt | 4 | -1 | nt
O=C(NC(C(=O)c1ccccc1)n1cnccc1=O)c1ccccc1 (stereo unspecified) | -2 | -3 | 25 | 2 | -2.7 | 1 | 3 | -6 | -2.1
Oc1ccc(/C=N/N2CCCCC2)c(O)c1O | 6 | 18 | -4 | -5 | -2.6 | 48* | -2 | 10 | -1.7
C/C(CC(=O)Nc1ccc(Cl)cc1C(F)(F)F)=N\NC(=O)c1cccs1 | 0 | 32 | nt | -1 | -0.7 | -18 | 5 | 3 | 0.4
O=C1OC(c2ccccc2)=N/C1=C\N1CCCCC1 | 1 | 48 | -5 | -4 | -2.2 | 15 | -6 | -18 | -1.5
CC1CCCN(C(=O)Cn2nnc(-c3cccnc3)n2)C1 (stereo unspecified) | 0 | -16 | -11 | -6 | 0.0 | 6 | 5 | -4 | -3.1
COc1ccc(NC(=S)NCCc2ccccc2)c(OC)c1 | 0 | 5 | 6 | -2 | -5.4 | -3 | -5 | -4 | -3.9
COCCCn1c(Cc2csc(Nc3cccc(Cl)c3)n2)nnc1SCC(=O)OC1CCCCC1 | 4 | 41 | -1 | 3 | -2.5 | -10 | -5 | -14 | -2.2
O=C(NC(=S)Nc1ccc(Cc2ccncc2)cc1)c1ccccc1F | -3 | 63* | 9 | 2 | -4.3 | -2 | 10 | -12 | -3.5
CCC(NC(=O)c1cc(COc2cncc(Cl)c2)on1)c1ccncc1 (stereo unspecified) | 2 | 3 | 12 | 9 | -3.0 | 0 | -2 | -10 | -1.9
CCn1c(C)nc2cc(C(=O)NNC(=S)Nc3ccc(OC)cc3)ccc21 | -1 | -96 | -18 | -4 | -5.7 | 7 | 5 | -5 | -7.8
COc1ccc(Sc2ncnc3onc(C)c23)cc1 | -3 | 34 | 3 | -3 | -1.0 | -3 | 4 | -18 | -1.5
COc1cccc(NC(=O)Cn2nnc(C(=O)NCCc3ccccc3)c2N)c1 | 2 | 29 | 4 | -3 | -3.4 | 4 | 6 | 11 | -2.4
O=C(NC1CCCC1)C(c1ccc(Cl)cc1)N(Cc1ccc(F)cc1)C(=O)CCl (stereo unspecified) | -3 | -7 | 23 | -8 | -3.1 | 5 | 0 | -9 | -1.3

In another format: entries from further up
mol	IDE cell inh	PHOSPHO1 block	NALP1 inh	GPR7 antagonist	IMP-1 inh	PfM18AAP inh	IDE act	pCIP destab	VIM-2 inh
Oc1ccc(/C=N/N2CCCCC2)c(O)c1O	6	18	-4	-5	-2.6	48*	-2	10	-1.7
C/C(CC(=O)Nc1ccc(Cl)cc1C(F)(F)F)=N\NC(=O)c1cccs1	0	32	nt	-1	-0.7	-18	5	3	0.4
O=C1OC(c2ccccc2)=N/C1=C\N1CCCCC1	1	48	-5	-4	-2.2	15	-6	-18	-1.5

Additional records
SMILES | IDE cell inh | PHOSPHO1 block | NALP1 inh | GPR7 antagonist | IMP-1 inh | PfM18AAP inh | IDE act | pCIP destab | VIM-2 inh
CC(=O)NC1=NN(C(C)=O)C2(S1)C(=O)N(CC(C)C)c1ccc(C)cc12 (stereo unspecified) | -2 | -3 | -2 | -1 | -1.2 | -1 | 0 | 0 | -1.4
Cc1occc1-c1nnc(SCC(=O)c2ccc(Cl)cc2)n1CC1CCCO1 (stereo unspecified) | 5 | -104 | 2 | -12 | -2.5 | -2 | 1 | -9 | -0.3
CCOC(=O)c1[nH]c2ccc(OC)cc2c1NC(C)=O | 5 | 15 | 20 | -14 | -3.5 | 6 | -5 | -7 | -1.5
COc1cccc(CN2CCNC(=O)C2CC(=O)NCC2CCOCC2)c1 (stereo unspecified) | 8 | 48 | -5 | -17 | -2.4 | 4 | 5 | -7 | -2.4
COc1ccc(C(=O)Nc2ccccc2N2CCCCC2)cc1[N+](=O)[O-] | 6 | 23 | -20 | -4 | 0.6 | -7 | 2 | -13 | 0.6
Cc1ccc(-n2c(N)c(Br)c(=O)[nH]c2=O)cc1C | 6 | 15 | 0 | -19 | -0.2 | -15 | 0 | 0 | 0.7
COc1ccc(S(=O)(=O)NCCc2nnc3ccc(SCC(=O)Nc4cc(C)on4)nn23)cc1 | 2 | 7 | 21 | -2 | -1.7 | 0 | 0 | 7 | -0.9
COc1ccc(-c2cc(C(=O)Nc3c(C)nn(Cc4ccccc4)c3C)no2)cc1 | 11 | -12 | 9 | 8 | -3.9 | 0 | -2 | -6 | -1.4
COC(=O)C(C)NC(=O)C(C)NC(=O)OCc1ccccc1 (stereo unspecified) | -1 | 15 | nt | -13 | -2.9 | -2 | 4 | 0 | -5.2
O=C(CCc1ccc(S(=O)(=O)NCCc2ccccc2)cc1)Nc1ccc2c(c1)OCCO2 | -2 | -24 | 27 | 2 | -3.2 | 6 | -6 | -1 | -2.2
Fc1ccc(-c2oncc2-c2nnnn2-c2ccccc2)cc1F | -7 | 8 | -49 | -9 | -2.8 | 4 | 2 | -15 | -1.0
CCOc1ccc(-c2ccc(SCC(=O)NC3CCCCC3)nn2)cc1 | -3 | 43 | 17 | -11 | -0.4 | -2 | 5 | -1 | -1.7
O=C(CSc1nn(-c2ccccc2)c(=S)s1)NC(=O)NCc1ccco1 | -1 | 78* | -30 | 0 | -0.8 | 2 | 3 | -21 | -5.6
Fc1cc(Cl)ccc1NC(=S)NCCN1CCOCC1 | 4 | 20 | 2 | -8 | -1.4 | -7 | 2 | 2 | -0.6
CCN1CCc2c(sc(NC(=O)c3ccc(S(=O)(=O)N4CCCC4)cc3)c2C(=O)NC)C1 | 0 | 38 | 16 | -17 | 0.1 | 5 | 1 | -10 | 8.7*
CCOC(=O)c1c(C)nc(C(Cl)(Cl)Cl)nc1N | -2 | 3 | 5 | -19 | -2.1 | 7 | 3 | -12 | 1.5
CCC(=O)N1CCc2cc(Br)cc(S(=O)(=O)NCC3CCCO3)c21 (stereo unspecified) | 3 | 7 | 42 | -10 | -3.1 | 4 | 1 | -1 | -3.2
CCCCn1nc2cc(C(=O)N[C@H](C)C3CCCCC3)ccc2c1OCC | 10 | -42 | 42 | -10 | -2.3 | 1 | -1 | -2 | -0.3
O=C(CCc1ccccc1)Nc1ncc([N+](=O)[O-])s1 | -1 | -17 | 6 | -5 | -1.8 | 5 | -2 | -13 | -3.5
O=C(CSc1ccc(-c2cccnc2)nn1)c1ccc([N+](=O)[O-])cc1 | 2 | -23 | 11 | -5 | -4.3 | 2 | 12 | 7 | -2.3
Clc1ccc(-c2csc(Nc3cccnc3)n2)cc1 | 11 | 32 | nt | -5 | -2.1 | 2 | -3 | -3 | -3.7
O=C1CSC(c2ccc([N+](=O)[O-])cc2)N1CCN1CCCCC1 (stereo unspecified) | 2 | 30 | -11 | -21 | -3.3 | -6 | 2 | -3 | -4.8
O=C(COC(=O)c1cc2ccccc2cc1O)Nc1cccnc1Cl | -1 | -2 | 28 | -6 | -2.5 | 0 | 2 | 1 | -3.0
COC(=O)c1ccc(C)c(NC(=O)C2COc3ccccc3O2)c1 (stereo unspecified) | -2 | -7 | 0 | -3 | -4.2 | 6 | -3 | -14 | -2.2
Cc1c(C(=O)OCC2CCCO2)[nH]c2c1C(=O)CC(c1ccc(N(C)C)cc1)C2 (stereo unspecified) | 0 | 2 | 31 | -6 | -3.3 | 5 | 4 | -1 | -1.1
SMILES | IDE cell inh | PHOSPHO1 block | NALP1 inh | GPR7 antagonist | IMP-1 inh | PfM18AAP inh | IDE act | pCIP destab | VIM-2 inh
O=S1(=O)CCN2C=C(Cl)C=C(Cl)C2=N1 | 1 | 13 | 8 | -15 | -4.1 | 4 | -2 | -11 | -2.6
CCCCCn1c(CN2CC(C)OC(C)C2)nc2c1c(=O)n(C)c(=O)n2C (stereo unspecified) | 1 | 29 | nt | -9 | -2.8 | 2 | 2 | 2 | -1.4
Nn1c(SCC(=O)Nc2ccc(F)cc2F)nnc1-c1cccnc1 | -5 | 2 | 4 | -8 | -2.1 | 4 | -3 | 0 | -1.2
CCOc1ccc(N(CC(=O)NCc2cccnc2)S(=O)(=O)c2ccc(F)cc2)cc1 | -7 | -7 | 7 | -4 | -3.6 | 3 | 0 | -2 | -3.0
CCn1cc(CNC(=O)c2c(-c3c(Cl)cccc3Cl)noc2C)c(C)n1 | 8 | 0 | 36 | -7 | -3.1 | 4 | 7 | -18 | -0.8
COc1ccc(C(=O)CN2C(=O)NC(C)(c3ccccc3)C2=O)cc1OC (stereo unspecified) | 9 | 17 | 3 | -8 | -1.2 | 4 | 0 | 1 | -2.0
Cn1c(=O)c(=O)n(C)c2cc(S(=O)(=O)NCCOc3ccccc3Cl)ccc21 | 0 | -16 | -14 | -4 | -2.2 | -7 | -3 | -3 | -1.3
C=CCOC(=O)Nc1snnc1C | 0 | 30 | -7 | -4 | -1.8 | -10 | 5 | -6 | -2.9
C[C@H](C(=O)NCc1ccccc1)C(=O)c1ccccc1 | -5 | 29 | 16 | 4 | -0.2 | -6 | -2 | -15 | 0.1
O=C1CC(c2ccccc2)N1c1ccccc1 (stereo unspecified) | 5 | 48 | 1 | 3 | -2.9 | 11 | 2 | -8 | -3.0
Cn1[nH]c(=O)c2ccccc2c1=O | 2 | 7 | 10 | -3 | -1.9 | 0 | 0 | -5 | -1.2
O=C(Cc1cccs1)N/N=C\c1ccc([N+](=O)[O-])s1 | 1 | 21 | 14 | 1 | -1.5 | 7 | -1 | -2 | -1.3
